# From PubChem
# MC4R ag barr = agonists of human melanocortin 4 receptor (MC4R) beta-arrestin. activation, % at 8.9 µM. AID 540308. U2OS MC4R beta-arrestin complementation, luminescence; percent of melanotan II response, DMSO zero. 360,000 tested, 0.98% active;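 active = activation above a per-plate cutoff, the mean activation of sample wells on that plate plus 3 SD, cut at about 8% in these data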
# Target sequence (P32245 whole entry, looked up): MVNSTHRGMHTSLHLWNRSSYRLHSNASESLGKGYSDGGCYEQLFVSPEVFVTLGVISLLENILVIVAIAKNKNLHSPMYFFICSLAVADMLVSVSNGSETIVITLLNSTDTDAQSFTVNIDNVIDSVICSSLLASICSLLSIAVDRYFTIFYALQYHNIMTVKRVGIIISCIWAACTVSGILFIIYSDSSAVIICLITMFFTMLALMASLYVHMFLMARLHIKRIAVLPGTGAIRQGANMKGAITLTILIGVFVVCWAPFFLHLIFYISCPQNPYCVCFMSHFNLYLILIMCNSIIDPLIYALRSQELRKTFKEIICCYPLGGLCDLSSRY
# MC4R antag cAMP = blocks human MC4R cAMP signaling | 360,000 tested, 0.48% active | inhibition, % at 6.5 µM | MC4R-expressing cells, MTII-stimulated cAMP, LANCE TR-FRET;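 active = inhibition above its plate's cutoff, the mean of tested wells on that plate plus 3 SD, cut at about 29% in these data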;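 also: 0% = Melanotan II alone and 100% = Melanotan II plus saturating MCL0020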
#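 material = U2OS cells stably expressing human melanocortin 4 receptor (MC4R) | also added = Melanotan II challenge | dosing = single nominal compound dose of 6.5 µM | detection = TR-FRET with Eu-cAMP and labeled anti-cAMP, 671 nm | replication = singlicate | timing = compound 30 min, challenge 1 h, detection 1 h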
# H9c2 protect = modulators protecting cardiomyocytes from myocardial damage; H9c2 cardiomyocytes, H2O2 injury protection, ATPLite, 2 h; protection from H2O2 cell death, % at 20 µM; 360,000 tested, 0.63% active; AID 588492;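 active = compounds giving at least 50% protection of heart cells from peroxide-induced death in the single-dose screen, raw or plate-pattern-corrected value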;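 also: 0% = DMSO wells with peroxide and 100% = DMSO wells without peroxide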
# aDG glyco act = alpha-DG glycosylation activation | Pro5-aDG cells, alpha-DG glycosylation AlphaScreen (IIH6); 0% Pro5, 100% B10-LARGE cell signal | activation, % at 10 µM | 360,000 tested, 0.22% active | AID 624168;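 active = activation of at least 8% versus controls, or a plate z-score of at least 8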;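 also: Pro5 are CHO cells carrying HIG-tagged alpha-DG that lacks glycosylation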
# Glyco luc inh = blocks N-linked glycosylation in D54 reporter cells; D54 ERlucT glycosylation luciferase reporter, 24 h; percent of 100 nM tunicamycin response; reporter increase, % at 12.5 µM; 360,000 tested, 0.23% active;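 active = mean luciferase reporter signal, scaled so untreated is 0 and the glycosylation-blocking control 100, at or above a set limit in every replicate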;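 also: luciferase carries N-glycosylation sites so blocking glycosylation raises the light; 0% = median of neutral control wells and 100% = median of 100 nM tunicamycin wells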
# ABHD5-PLIN5 inh = blocks binding of human ABHD5 to perilipin-5; Q00G26+Q8WTS1; Split G. princeps luciferase complementation, luminescence, 4 h; inhibition, % at 4 µM; 360,000 tested, 0.78% active; AID 602281;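 active = inhibition above the mean inhibition across every tested compound plus 3 SD, cut at about 22% in these data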;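 also: 0% = DMSO only wells and the 100% control is not disclosed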
# iPSC survival up = hiPSC single-cell survival enhancement; ATPlite luminescence; 100% = ROCK inhibitor wells, 0% = DMSO; 360,000 tested, 0.044% active; survival enhancement, % at 20 µM; in the data active = survival enhancement above about 18%;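 also: cells exposed to compounds for 16 hours before the ATP read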
# m5-HT2A agonist = activates the mouse 5-HT2A serotonin receptor; CHO-K1 mHTR2A beta-arrestin complementation, luminescence; percent of 30 µM serotonin response; P35363; activation, % at 7.6 µM; 360,000 tested, 0.66% active; AID 624169;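 active = activation above a run cutoff, the mean activation of all tested compounds plus 3 SD, cut at about 14% in these data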;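 also: 0% = plate median of compound wells and 100% = 30 µM serotonin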
# Target sequence (P35363 whole entry, looked up): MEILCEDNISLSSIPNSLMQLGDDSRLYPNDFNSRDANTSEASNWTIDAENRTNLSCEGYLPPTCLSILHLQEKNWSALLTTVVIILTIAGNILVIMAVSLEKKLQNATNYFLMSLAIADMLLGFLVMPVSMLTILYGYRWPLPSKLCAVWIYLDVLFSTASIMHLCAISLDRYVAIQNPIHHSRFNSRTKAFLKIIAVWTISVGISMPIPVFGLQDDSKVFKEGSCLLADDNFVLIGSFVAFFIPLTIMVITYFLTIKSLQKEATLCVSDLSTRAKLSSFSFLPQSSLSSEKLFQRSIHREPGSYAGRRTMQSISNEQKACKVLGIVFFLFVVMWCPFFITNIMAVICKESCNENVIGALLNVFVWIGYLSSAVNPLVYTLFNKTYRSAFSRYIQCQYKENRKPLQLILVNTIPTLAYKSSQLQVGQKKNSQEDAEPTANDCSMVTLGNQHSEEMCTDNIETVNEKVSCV
# Exocytosis inh = blocks lytic granule exocytosis. TALL-104 LAMP-1 surface exposure, flow cytometry; cells stimulated with thapsigargin and PMA. AID 651702. inhibition, % at 10 µM. 360,000 tested, 0.66% active;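 active = inhibition above about 55%, limit read from the data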
# ABCB6 inh 2 = blocks the human ABCB6 transporter; 360,000 tested, 0.19% active; AID 602162; K562-ABCB6 porphyrin accumulation, flow cytometry, 1 h; stronger effect = lower value; Q9NP58; fluorescence ratio to DMSO, % at 10 µM;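 active = fluorescence ratio to DMSO below 75%, the collection mean minus 3 SD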;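 also: signal is porphyrin accumulated inside mitochondria; 100% equals median channel fluorescence of DMSO control wells; lower ratio means ABCB6 inhibition with less porphyrin fluorescence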
# * = called active by the depositor; . = no result given. Rows are unselected, and some 4.5% of all compounds hit somewhere here.
SMILES,MC4R ag barr,MC4R antag cAMP,H9c2 protect,aDG glyco act,Glyco luc inh,ABHD5-PLIN5 inh,iPSC survival up,m5-HT2A agonist,Exocytosis inh,ABCB6 inh 2
CN(C)CCNCCCNc1c2ccccc2nc2cccc([N+](=O)[O-])c12,-2.1,6,-6,-0.3,-3,-4,-4.2,-7,11,106
CC(Oc1cccc2cccnc12)C(=O)N/N=C/c1ccccc1 (stereo unspecified),-0.6,14,2,-0.5,-2,-6,3.2,-2,-1,104
Cc1cc(SCC(=O)Nc2ccc(O)cc2)n2ncc(-c3ccccc3)c2n1,-2.3,19,-4,-0.1,0,13,0.9,0,11,91
COc1ccc(NC(=O)NNC(=O)COc2ccc3cc(Br)ccc3c2)cc1OC,-1.3,5,1,0.1,5,1,0.0,7,7,98
Cc1csc(NC(=O)CSc2nnc(-c3ccc(Cl)cc3)n2N)n1,0.6,17,2,-0.2,4,-5,0.3,2,0,102
CC(=O)Nc1nnc(SCc2ccc(F)cc2)s1,-0.3,15,9,-0.1,2,4,0.4,-2,-3,98
Cc1nc(-c2ccc(Cl)cc2)sc1C(=O)NN,-1.7,-1,0,-0.2,-1,-2,0.9,5,-1,97
CC(C)NC(=O)CN1C(=O)NC(CCc2ccccc2)C1=O (stereo unspecified),-0.4,-2,0,-0.4,-2,-4,0.0,12,-3,85
Cc1cc(C(=O)COC(=O)c2ccc(NC(=O)CC#N)cc2)c(C)n1CC(F)(F)F,-0.1,4,-2,0.0,-4,-4,-3.1,-1,8,98
CC(C)Cn1c(=O)c2ccccc2c2ccccc2c1=O,1.2,-1,-2,0.5,2,-4,6.3,5,0,98

# Three structures already listed, arranged by number of heavy atoms, ascending.
SMILES,MC4R ag barr,MC4R antag cAMP,H9c2 protect,aDG glyco act,Glyco luc inh,ABHD5-PLIN5 inh,iPSC survival up,m5-HT2A agonist,Exocytosis inh,ABCB6 inh 2
CC(C)Cn1c(=O)c2ccccc2c2ccccc2c1=O,1.2,-1,-2,0.5,2,-4,6.3,5,0,98
CN(C)CCNCCCNc1c2ccccc2nc2cccc([N+](=O)[O-])c12,-2.1,6,-6,-0.3,-3,-4,-4.2,-7,11,106
Cc1cc(SCC(=O)Nc2ccc(O)cc2)n2ncc(-c3ccccc3)c2n1,-2.3,19,-4,-0.1,0,13,0.9,0,11,91

# (continued)
SMILES,MC4R ag barr,MC4R antag cAMP,H9c2 protect,aDG glyco act,Glyco luc inh,ABHD5-PLIN5 inh,iPSC survival up,m5-HT2A agonist,Exocytosis inh,ABCB6 inh 2
Fc1c(F)c(F)c(/C=N/NC(=S)Nc2cccnc2)c(F)c1F,-2.7,10,2,0.6,3,-5,-2.0,4,-1,97
CCN(CC)S(=O)(=O)c1cccc(-c2nnc(SCC(=O)NCCC3=CCCCC3)n2N)c1,-1.1,3,-8,-0.4,-1,-4,-1.4,0,0,71*
C[C@H]1[C@H](NC(=O)C(=NOC(C)(C)C(=O)O)c2csc(N)n2)C(=O)N1S(=O)(=O)O,1.2,1,7,0.1,3,3,-0.4,5,4,100
CCCN(Cc1ccccc1)C(=S)Nc1ccc(OCC)cc1,-1.4,1,-16,0.2,-8,-3,1.2,1,0,95
C/C(=N\NC(N)=S)C1(C)CC2(CC(C)(C)OC2=O)C(=O)O1 (stereo unspecified),0.7,7,0,0.1,-1,4,-0.6,8,6,98
COc1ccccc1-n1ccnc(SCC(=O)NC2CCCCC2)c1=O,-0.1,-1,0,0.2,0,-4,0.3,4,0,94
O=S1(=O)N[C@H](Cc2ccccc2)COc2cc(N3CCC[C@@H]3CO)ccc21,.,.,.,0.0,.,-3,0.0,1,-3,101
COc1ccc(N(Cc2cc3cccc(C)c3[nH]c2=O)S(=O)(=O)c2ccc(Cl)cc2)cc1,-1.6,0,24,-0.3,-3,0,-0.5,-5,0,96
Cc1ccccc1CN(C)CCc1ccccn1,-2.5,0,9,-0.4,1,-2,0.4,3,0,102
CCCCCC(=O)Nc1ccc2oc(-c3ccncc3)nc2c1,-2.1,10,10,0.2,-2,2,1.0,-2,1,100
CC(C)CC(=O)Nc1ccc(-c2nnn(CC(=O)NCc3ccco3)n2)cc1,0.4,-1,2,0.7,-1,9,2.3,2,-3,86
CCOC(=O)c1c(C)[nH]c(C(=O)OCC(=O)N(C)c2c(N)n(Cc3ccccc3)c(=O)[nH]c2=O)c1C,-1.4,11,1,-0.1,0,4,0.3,1,0,96
CCCCCNC(=O)C(c1cccc2ccccc12)n1c(=O)c(-c2ccco2)nc2ccccc21 (stereo unspecified),.,.,.,-0.5,.,84*,.,6,0,.
CC(/C=C/c1ccc(C)o1)=C\C(=O)O,-0.9,-8,13,-0.1,4,13,-0.8,1,19,100
COc1cc(-c2nnc(SCc3cccnc3)n2C)cc(OC)c1O,1.2,-5,3,-0.2,3,-3,-0.7,8,-1,98
C=CCSc1nnc(-c2cccc3ccccc23)o1,2.1,-1,5,-0.2,3,-5,6.5,-4,0,97
Cn1c(=O)c2c(nc(NCCO)n2CCc2ccccc2)n(C)c1=O,-0.5,7,-6,-0.1,-1,-1,-0.3,0,-2,95
O=C(NC1CC1)C1CCN(Cc2cnn(-c3ccccc3)c2-n2cccc2)CC1,1.3,17,-8,0.0,1,2,-1.0,0,0,101
CCOC(=O)c1[nH]c2c(c1-c1ccccc1)C(=O)CC(c1ccc(Cl)cc1)C2 (stereo unspecified),13*,7,-11,-0.1,6,6,0.5,5,1,90
CC(C#N)N1CCN(S(=O)(=O)c2ccc3c(c2)CCC3)CC1 (stereo unspecified),2.1,3,4,-0.1,2,-3,-0.3,-4,2,95
CCCSCC(=O)Nc1ncc2c(n1)-c1ccccc1CC2,4.0,10,7,0.2,-2,-3,-0.2,7,4,87
CCC(C)(C)NC(=O)COc1ccc(C(=O)c2ccccc2)cc1,1.3,5,6,-0.4,0,0,-0.3,-3,-2,96
CCOC(=O)C1CCN(C(=O)c2cc(COc3ccc(F)cc3F)on2)CC1,-3.2,-1,1,-0.1,0,6,-0.4,0,-4,100
COc1cccc(N2[C@@H](CC(=O)O)c3ccc(/C=C/C(=O)O)cc3S2(=O)=O)c1,-0.3,13,0,-0.2,-1,7,-1.9,-3,-2,94
COc1cccc(C(=O)CSc2nnc(-c3cc(OC)cc(OC)c3)o2)c1,0.1,3,-8,-0.1,1,4,-3.6,3,-3,90
Cc1cc(Br)ccc1NC(=O)CN(C)C(=O)CSC(=S)N1CCCC1,1.5,-4,-4,0.0,0,-14,-0.2,-2,-3,106
Cc1csc2c(N3CCN(C(=O)Nc4ccc(OC(F)(F)F)cc4)CC3)ncnc12,5.6,10,-11,0.4,-1,-1,0.0,14*,7,97
CCCCc1ccc(NC(=O)N[C@@H](C)C(=O)O)cc1,3.3,10,12,0.0,0,5,1.0,1,-2,97
CC(=O)c1ccc(N(C(=O)CNC(=O)c2ccco2)C(C(=O)NC2CCCC2)c2ccc(C)o2)cc1 (stereo unspecified),-3.1,11,0,0.0,1,12,0.3,3,0,95
Cc1ccc(S(=O)(=O)N2C[C@H]3[C@H]4C(=O)N(c5ccccc5)C(=O)[C@H]4C[C@H](OC(=O)Nc4c(C)noc4C)[C@@]3(O)C2)cc1,1.3,0,1,0.0,2,-3,1.5,6,0,95
COc1ccc(COC(=O)C2=C(C)NC(=O)NC2c2ccccc2)cc1 (stereo unspecified),-1.7,5,2,0.2,-3,-2,0.6,4,-12,90
COc1ccc(NC(=O)Nc2cccc3c2O[C@H](CN(C)C(=O)NC(C)C)[C@@H](C)CN([C@H](C)CO)C3=O)cc1,-1.4,5,-2,-0.3,1,5,-2.4,0,19,97
CCn1c(CNC(=O)c2ccccc2OC)nnc1SCC(=O)c1ccc(F)cc1,1.0,3,-5,0.4,-3,1,-0.4,2,-6,97
CN(C)CCC(=O)N1c2ccccc2Sc2ccc(C(F)(F)F)cc21,-0.8,5,1,0.0,-5,9,-0.4,-5,67*,96
CC(C)C(c1nnnn1Cc1ccc(F)cc1)N1CCC(C(N)=O)CC1 (stereo unspecified),0.1,8,-2,0.4,2,-1,-1.5,1,-1,101
Cn1c(NN)nc2ccccc2c1=O,1.3,6,7,0.3,-1,1,3.6,5,10,104
Cc1cc(NC(=O)c2noc3c2CCc2ccccc2-3)no1,0.4,8,0,-0.2,1,7,-2.3,4,3,95
COc1ccc(C2NCCc3sccc32)cc1 (stereo unspecified),-1.5,1,4,0.6,0,2,0.6,5,0,100
COc1cccc(N2C(=O)CC(N3CCN(c4ccc([N+](=O)[O-])cc4)CC3)C2=O)c1 (stereo unspecified),-1.7,-3,1,-0.1,1,4,-0.7,0,1,100
O=C(Cn1c(-c2ccccn2)nc2ccccc21)N/N=C/c1cccnc1,0.7,13,-3,0.0,-1,-3,0.4,-5,36,101
Cc1cccc(N(C(=O)CS(=O)CC(=O)Nc2ccc3c(c2)OCO3)C(C)C(=O)NC2CCCC2)c1C (stereo unspecified),-0.7,8,-1,0.0,0,-3,0.1,-4,-8,93
COC(=O)CCc1nc2ccccc2[nH]c1=O,-1.1,-2,8,-0.3,1,5,-2.8,1,-1,98
COc1ccccc1P(=O)(Cc1ccccc1)c1ccccc1 (stereo unspecified),-0.3,4,-6,0.0,1,-5,-0.6,-2,1,96
Cc1cccc(NC(=O)CC(=O)Nc2cccc(C)c2)c1,3.8,14,5,0.1,1,-11,0.6,-2,-16,94
Cc1cc(-c2ccc(S(=O)(=O)N3CCN(c4ccccc4F)CC3)s2)on1,-0.4,-14,-14,0.4,3,2,-0.1,0,2,91
CCn1c(SCC(=O)Nc2ccccc2)nnc1-c1ccc(S(=O)(=O)N2CCOCC2)cc1,-2.0,14,7,0.1,0,2,1.4,5,-1,96
Cc1cc(C)c(C#N)c(SCC(=O)Nc2c(C)n(C)n(-c3ccccc3)c2=O)n1,-2.0,0,1,0.2,0,1,2.6,-7,-1,100
CC(=O)c1ccc2c3c(cc(C)c2c1)CCCC3,-1.2,-7,-9,0.0,0,2,-2.8,0,-1,97
CSc1ccccc1C(=O)N1CCc2ccc(NC(=O)c3ccccn3)cc2C1,-0.2,6,-11,0.4,-10,9,-0.8,-5,1,104
O=C1CCCC(NCCCCCCNC2=C([N+](=O)[O-])C(=O)CCC2)=C1[N+](=O)[O-],-0.9,4,2,0.0,1,-2,2.7,1,-4,97
# Other structures follow.
SMILES,MC4R ag barr,MC4R antag cAMP,H9c2 protect,aDG glyco act,Glyco luc inh,ABHD5-PLIN5 inh,iPSC survival up,m5-HT2A agonist,Exocytosis inh,ABCB6 inh 2
CC1CCCN(C(=O)c2ccc(Br)c(S(=O)(=O)N3CCOCC3)c2)C1 (stereo unspecified),-2.6,13,1,0.0,3,12,0.3,-3,-3,93
COCc1cc(C)nc(OCC(=O)N/N=C/c2ccc(O)cc2O)c1C#N,1.0,9,52*,-0.4,3,-5,2.0,1,1,110
Cn1c(=O)c2c(ncn2CCC(=O)N/N=C/c2ccncc2)n(C)c1=O,-1.9,4,-1,0.1,1,-2,0.6,-6,-2,98
Cc1ccccc1S(=O)(=O)/N=C(/c1ccccc1)N(C)C,-1.5,3,2,0.0,1,-4,1.2,-3,0,102
COCCn1nnnc1C(c1cccc(C(F)(F)F)c1)N1CCN(Cc2ccccc2)CC1 (stereo unspecified),-0.6,9,3,0.1,-2,2,-0.2,2,0,103
